Screens deposited in PubChem by National Center for Advancing Translational Sciences (NCATS).
CHX counter – counter-screen hit for Shiga toxin inhibitors, cycloheximide | cell reporter, cycloheximide protein synthesis inhibition counterscreen | max response, % | actives 12% (n = 300,000) | AID 2314; in the data active = max response mostly above about 13%, no sharp cut-off; inactive = mostly below about 14%; note: read at 38.3 µM for the half of the compounds with a filed dose; 0% is about no effect
Pf growth 96h – P. falciparum growth inhibition at 96 hours; P. falciparum luciferase reporter growth, 96 h; Potency, µM (doses to about 28.7 µM), for inactives: at the highest dose activity change, negative = inhibition, hits mostly inhibitors; actives 6.9% (n = 320,000); AID 504834; note: potency is the fitted concentration of half-maximal effect; % is set by controls: 0 for no effect and ±100 for the full control effect
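Compounds incubated with erythrocytes infected by luciferase-expressing P. falciparum (2% hematocrit, 0.05% parasitemia final) for 96 hours, 37 C in 5% CO2. Growth inhibition scored as decreased luciferase luminescence.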
FBPA Giardia inh – blocks Giardia fructose-bisphosphate aldolase activity. A8B2U2. purified Giardia FBPA. Potency, µM (series often up to 59.6 µM), for the others: at the top dose activity, negative = inhibition, usual class: inhibitors. actives 0.71% (n = 290,000); note: potency is the fitted concentration of half-maximal effect; % is set by controls: 0 for no effect and ±100 for the full control effect; nearly all actives have a fitted effect of over 55% in size
Target sequence (A8B2U2 whole entry, looked up): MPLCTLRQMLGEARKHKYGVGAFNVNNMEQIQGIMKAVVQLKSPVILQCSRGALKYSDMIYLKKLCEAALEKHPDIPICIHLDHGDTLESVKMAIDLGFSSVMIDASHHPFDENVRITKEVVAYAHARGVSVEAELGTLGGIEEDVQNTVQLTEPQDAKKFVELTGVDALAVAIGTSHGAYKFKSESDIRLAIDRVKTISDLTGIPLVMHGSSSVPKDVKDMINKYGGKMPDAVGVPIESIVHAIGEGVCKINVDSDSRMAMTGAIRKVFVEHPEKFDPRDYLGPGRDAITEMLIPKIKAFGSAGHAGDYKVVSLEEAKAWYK
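Giardia FBPA (40 nM reagent) was preincubated 10 min at RT with compound (up to 57.5 uM final), then substrate plus GAPDH/TPI/NAD/arsenate coupling system with diaphorase/resazurin was added; resorufin fluorescence (525/598 nm) was read after 20 min.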
HCV inhibitor – HCV inhibition | actives 3.4% (n = 340,000) | AID 651820 | Huh7.5.1 HCVcc-Cre infection, luciferase reporter, 44 h | Potency, µM (top dose mostly 41.8 µM), for the others: top-dose activity change, negative = inhibition, actives largely listed as inhibitors; note: potency is the fitted concentration of half-maximal effect; % is set by controls: 0 for no effect and ±100 for the full control effect
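Whole-lifecycle infectious HCVcc-Cre system; cells 1,000/well, compound then virus (~0.5 moi) added 4 h after plating, 44 h culture. Luciferase read 15 sec following 15 min substrate incubation, room temp.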
Shiga toxin inh – Shiga toxin inhibition. inhibition, % at 38.7 µM. actives 9.2% (n = 290,000). Vero cells, Shiga toxin protein synthesis inhibition reporter; in the data active = inhibition mostly above about 28%, no sharp cut-off; inactive = mostly below about 43%; note: 0% is about no effect
Pf growth 48h – P. falciparum growth inhibition at 48 hours (one generation); P. falciparum luciferase growth in erythrocytes, 48 h; Potency, µM (doses to about 28.7 µM), inactives show top-dose activity change, negative = inhibition, most hits filed as inhibitors; AID 504832; actives 5.9% (n = 310,000); note: potency is the fitted concentration of half-maximal effect; % is set by controls: 0 for no effect and ±100 for the full control effect
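Erythrocytes infected with P. falciparum carrying an integrated firefly luciferase reporter (2% hematocrit, 0.1% parasitemia final) were exposed to compounds in RPMI 1640 with 0.5% Albumax at 37 C, 5% CO2. Growth inhibition was scored as reduced luminescence.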
An asterisk follows results filed as active; i = inactive; u = inconclusive; x = not tested or not shown; & = joins results of further samples; [ ] = another dose, or the depositor's remark. Unless noted, calls come from the whole dose curve; as a rule, active = well fitted curve in the direction sought with a large enough effect; inconclusive = small, poorly fitted or top-dose-only effect, or another doubt; inactive = no such curve, though single readings can be large; an effect the other way counts as inactive or inconclusive.

1: CCCCn1c(=N)n(CCOc2ccc(C)cc2)c2ccccc21
2: O=C(CNC(=O)C12CC3CC(CC(C3)C1)C2)NCc1ccccc1
3: CCC(NS(=O)(=O)c1cnn(CC)c1)c1ccccc1 (configuration not stated)
4: COc1ccccc1CNc1ccc2nnc(CCNC(=O)c3ccccc3)n2n1
5: Cc1ccnc2c1ccc1ccccc12
6: O=C1/C(=C\c2cc(Br)cc(Br)c2O)SC(=S)N1Cc1ccccc1
assay / compound | 1 | 2 | 3 | 4 | 5 | 6
CHX counter | -6 | x | -3 | -2 | 16* | -4
Pf growth 96h | 14% | 3% | 10% | u | -24% | 11%
FBPA Giardia inh | -1% | x | 0% | 8% | -8% | -13%
HCV inhibitor | 8% | 4% | 5% | -3% | 15% | u
Shiga toxin inh | -7 | x | 18 | -8 | 21 | -5
Pf growth 48h | 7.4µM* | u | 13% | u | 11% | u

7: CN(CC(=O)Nc1cccc(Cl)c1)S(=O)(=O)c1ccc2c(c1)n(C)c(=O)c(=O)n2C
8: CC(=O)N1N=C(c2ccncc2)OC12CCCCC2
9: O=C(NC(NC(=S)N1CCOCC1)C(Cl)(Cl)Cl)c1ccc(Cl)cc1 (configuration not stated)
10: O=C(NCCC(=O)N1CCN(S(=O)(=O)c2ccc(F)cc2)CC1)Nc1ccccc1
11: CC(C)(C)NC(=O)C(c1ccccc1)N(C(=O)CNC(=O)c1cccs1)c1cccnc1 (configuration not stated)
12: COc1ccc(/C=C2\CCC(C3CCCC3)C2=O)cc1 (configuration not stated)
assay / compound | 7 | 8 | 9 | 10 | 11 | 12
CHX counter | -9 | -2 | -5 | x | -4 | 51*
Pf growth 96h | 1% | 69%[activator] | -5% | u | 38%[activator] | u
FBPA Giardia inh | x | 4% | 0% | x | 5% | 5%
HCV inhibitor | u | -17% | u | -1% | 18% | 18%
Shiga toxin inh | -5 | 21 | -3 | x | 15 | 93*
Pf growth 48h | u | 21% | u | u | -4% | 225%[activator]

13: Cc1ccc(NC(=O)C2CCN(c3cnccn3)CC2)cc1
14: COc1cc(O)ccc1C=O
15: COc1cccc(C2C(C#N)=C(N)Oc3c2oc(CO)cc3=O)c1OC (configuration not stated)
16: Cc1ccc2cc(CN(Cc3ccco3)C(=O)c3cccs3)c(=O)[nH]c2c1
17: Cc1ccc(S(=O)(=O)Cc2ccc(C(=O)N3CCN(Cc4ccccc4)CC3)o2)cc1
18: O=C(CS(=O)(=O)Cc1ccccc1)Nc1ccccn1
assay / compound | 13 | 14 | 15 | 16 | 17 | 18
CHX counter | 15 | -2 | 3 | 9 | -2 | -2
Pf growth 96h | u | 3% | 34%[activator] | -30% | -14% | 23%
FBPA Giardia inh | -1% | 1% | 0% | 6% | 11% | 0%
HCV inhibitor | -2% | 2% | 15% | u | 16% | -6%
Shiga toxin inh | 15 | -3 | 25 | 12 | -10 | -3
Pf growth 48h | -5% | 37%[activator] | 20% | u | u | 28%

19: COc1ccc(N(CC(=O)N2CCN(C)CC2)S(=O)(=O)c2ccccc2)cc1
20: CCOc1ccc(CCNC(=O)CS(=O)Cc2nc(-c3ccccc3C)oc2C)cc1OCC (configuration not stated)
21: O=C(NCCc1nc2ccccc2[nH]1)/C(=C/c1ccco1)NC(=O)c1ccc(Br)o1
22: CN(CC(=O)Nc1ccc(Cl)c(C(F)(F)F)c1)C(=O)C1CC(=O)N(CCc2ccccc2)C1 (configuration not stated)
23: Cc1ccc(NC(=O)c2cc(CC(C)C)nc3ccccc23)cc1
24: COc1ccc(Cc2nnc(NC(=O)C3CC(=O)N(c4ccccc4)C3)s2)cc1OC (configuration not stated)
assay / compound | 19 | 20 | 21 | 22 | 23 | 24
CHX counter | -3 | 0 | -3 | x | -2 | -4
Pf growth 96h | 39%[activator] | u | 36%[activator] | u | -7% | 2.9µM*
FBPA Giardia inh | 3% | x | -1% | x | 10% | 0%
HCV inhibitor | -3% | u | -2% | u | u | -8%
Shiga toxin inh | 2 | 21 | 1 | x | -3 | 2
Pf growth 48h | 14% | -11% | -3% | u | -7% | 0%

25: Cc1ccc(NC(=O)c2ccc3c(c2)[nH]c(=O)n3C(C)C)cc1
26: Cc1cc(OC(C)C(=O)NC2CC(C)(C)NC(C)(C)C2)c2c(C)cc(=O)oc2c1 (configuration not stated)
27: COc1cccc(NC(=O)c2ccn(C)n2)c1
28: COC(=O)Cn1cc(C(=O)OC)c2ccccc21
29: NC(=O)c1ccc([N+](=O)[O-])cc1SCc1ccccc1
30: CCN(Cc1ccccc1)S(=O)(=O)c1ccc(F)cc1
assay / compound | 25 | 26 | 27 | 28 | 29 | 30
CHX counter | -2 | 2 | 41* | 5 | 11 | 1
Pf growth 96h | u | u | i | -14% | u | -17%
FBPA Giardia inh | -3% | x | -5% | -1% | x | -11%
HCV inhibitor | u | -21% | 4% | 9% | -4% | 6%
Shiga toxin inh | -12 | -5 | 72* | -5 | -19 | -9
Pf growth 48h | 12% | 3% | i | 28% | -10% | 2%

31: CCOc1ccccc1NC(=O)CSc1ccc([N+](=O)[O-])cc1
32: Cc1nnc2nc(-c3ccccc3)nc(-c3ccccc3)n12
33: O=C(NC1CCCC1)C(c1ccc(F)cc1)N(Cc1ccc(Cl)cc1)C(=O)CCl (configuration not stated)
34: CN(Cc1ccc(OC(F)F)cc1)C(=O)C1CCN(S(=O)(=O)c2ccc3c(c2)OCCO3)CC1
35: Cc1ccc(-c2nnc(NC(=O)c3c(F)cccc3Cl)s2)cc1
36: O=C(CSC1CN(C(c2ccccc2)c2ccccc2)C1)N/N=C/c1ccccc1
assay / compound | 31 | 32 | 33 | 34 | 35 | 36
CHX counter | -1 | 4 | -4 | x | -3 | 1
Pf growth 96h | 2.3µM* | -10% | u | u | 139%[activator] | u
FBPA Giardia inh | -10% | 4% | -2% | x | -23% | -9%
HCV inhibitor | -23% | u | u | 6.3µM* | 9% | -13%
Shiga toxin inh | 21 | -2 | -13 | x | 10 | -8
Pf growth 48h | 2.9µM* | 2% | 6% | u | 37%[activator] | u

Overlap with the part before: four entries, followed by the next part.
33: O=C(NC1CCCC1)C(c1ccc(F)cc1)N(Cc1ccc(Cl)cc1)C(=O)CCl (configuration not stated)
34: CN(Cc1ccc(OC(F)F)cc1)C(=O)C1CCN(S(=O)(=O)c2ccc3c(c2)OCCO3)CC1
35: Cc1ccc(-c2nnc(NC(=O)c3c(F)cccc3Cl)s2)cc1
36: O=C(CSC1CN(C(c2ccccc2)c2ccccc2)C1)N/N=C/c1ccccc1
37: CS(=O)(=O)c1ccc(Cl)c(NC(=O)COC(=O)COc2ccc3c(c2)CCC3)c1
38: COc1ccccc1-n1c(SCC(=O)NC(C)(C)C)nc(O)cc1=O
39: O=C(O)CCNC(=O)COc1ccc2c3c(c(=O)oc2c1)CCCC3
40: CCCCc1nc2sc3c(SCCN(C)C)ncnc3c2c2c1CCC2
41: Cc1cccc(OCC(=O)Nc2ccccc2N2CCN(C(=O)C(C)C)CC2)c1C
42: Nc1nnc(SCCCC(=O)c2ccccc2)s1
assay / compound | 33 | 34 | 35 | 36 | 37 | 38 | 39 | 40 | 41 | 42
CHX counter | -4 | x | -3 | 1 | x | 8 | -3 | 1 | 2 | 23*
Pf growth 96h | u | u | 139%[activator] | u | 53%[activator] | 35%[activator] | u | u | -3% | 23%
FBPA Giardia inh | -2% | x | -23% | -9% | x | 11% | 6% | 1% | 3% | 5%
HCV inhibitor | u | 6.3µM* | 9% | -13% | 2% | 27% | 8% | -71% | 13%&-1% | 5%
Shiga toxin inh | -13 | x | 10 | -8 | x | 27 | -4 | -17 | -15 | -21
Pf growth 48h | 6% | u | 37%[activator] | u | -20% | 2.3µM* | 34%[activator] | 93%[activator] | -5% | 35%[activator]

Given with values under each structure: entries from further up
Order of results: CHX counter, Pf growth 96h, FBPA Giardia inh, HCV inhibitor, Shiga toxin inh, Pf growth 48h
42) Nc1nnc(SCCCC(=O)c2ccccc2)s1
  23*, 23%, 5%, 5%, -21, 35%[activator]
41) Cc1cccc(OCC(=O)Nc2ccccc2N2CCN(C(=O)C(C)C)CC2)c1C
  2, -3%, 3%, 13%&-1%, -15, -5%
38) COc1ccccc1-n1c(SCC(=O)NC(C)(C)C)nc(O)cc1=O
  8, 35%[activator], 11%, 27%, 27, 2.3µM*
40) CCCCc1nc2sc3c(SCCN(C)C)ncnc3c2c2c1CCC2
  1, u, 1%, -71%, -17, 93%[activator]
39) O=C(O)CCNC(=O)COc1ccc2c3c(c(=O)oc2c1)CCCC3
  -3, u, 6%, 8%, -4, 34%[activator]

The list goes on:
43: COC(=O)C1CC(=O)N(c2ccc(C)cc2)C1 (configuration not stated)
44: CCc1cccc(C)c1NC(=O)c1ccccc1
45: COc1cc(/C=N/NC(=O)c2ccncc2)ccc1OCC(=O)Nc1cccc([N+](=O)[O-])c1
46: CC(=O)Nc1cccc(NC(=O)Nc2cccc3ccccc23)c1
47: FC(F)(F)c1ccc(CN2C[C@@H]3C(c4ccc(Cl)nc4)C4(c5cccnc5)CC3(C4)[C@H]2c2ccccc2)cc1 (some centres not stated)
48: COc1ccc(CCn2c(O)cc3nn(-c4nc5ccccc5s4)c(=O)c-3c2C)cc1
assay / compound | 43 | 44 | 45 | 46 | 47 | 48
CHX counter | 5 | -1 | 1 | 10 | 1 | 9
Pf growth 96h | 0% | 12% | 3% | 121%[activator] | 2.3µM* | u
FBPA Giardia inh | 2% | 10% | -9% | x | -9%&-3% | -10%
HCV inhibitor | 20% | 6% | -10% | -15% | -8% | -24%
Shiga toxin inh | 2 | 17 | -6 | -24 | 3 | 9
Pf growth 48h | 4% | u | 21% | 11% | 3.3µM* | u

49: CCOC(=O)N1CCC(Nc2c(N3CCN(c4cc(Cl)ccc4C)CC3)c(=O)c2=O)CC1
50: CN(CC(=O)N1CCN(c2ccccn2)CC1)S(=O)(=O)c1cccc2nsnc12
51: O=C(O)CCCn1c(=O)[nH]c2ccccc2c1=O
52: COc1ccc(C2CC(C(F)(F)F)n3ncc(C(=O)NCc4cccnc4)c3N2)cc1OC (configuration not stated)
53: CC(O)c1nc2ccccc2n1CC(=O)Nc1ccc2c(c1)OCCO2 (configuration not stated)
54: CCCN1CCN(C(=O)C2CCN(S(=O)(=O)c3ccc4c(c3)NC(=O)C(C)S4)CC2)CC1 (configuration not stated)
assay / compound | 49 | 50 | 51 | 52 | 53 | 54
CHX counter | -5 | -6 | -3 | -3 | 27* | -12
Pf growth 96h | 4.7µM* | 9.3µM* | 35%[activator] | u | 28% | u
FBPA Giardia inh | 5% | -3% | 3% | -7% | 2% | x
HCV inhibitor | 10µM* | 16% | 12% | -5% | 7% | 2%
Shiga toxin inh | -11 | -12 | -17 | 6 | 27 | -4
Pf growth 48h | x | -29% | 77%[activator] | -25% | 51%[activator] | -16%

55: Cc1n(C)c2cc(Cl)ccc2[n+]1Cc1ccccc1
56: N#Cc1sc2nc(-c3ccccc3)cc(-c3ccco3)c2c1N
57: CCOc1ccc(C2C3=C(CCCC3=O)Nc3nc(C(F)(F)F)nn32)cc1OC (configuration not stated)
58: COc1ccc(-c2cn(-c3ccccc3)nc2C(=O)O)cc1OC
59: COc1ccc(CC(=O)Nc2cc(Cl)ccc2N2CCCC2)cc1
60: COc1ccc(/C=C(/NC(=O)c2cccc([N+](=O)[O-])c2)C(=O)O)cc1
assay / compound | 55 | 56 | 57 | 58 | 59 | 60
CHX counter | -2 | -3 | 13 | -7 | -2 | -3
Pf growth 96h | 22% | 6% | u | 28% | -25% | 273%[activator]
FBPA Giardia inh | 1% | 0% | 0% | -6% | -13% | 8%
HCV inhibitor | 3% | 13µM* | 15% | 15% | u | 5%
Shiga toxin inh | -20 | -10 | -24 | -5 | -7 | -10
Pf growth 48h | 2.9µM* | u | -9% | 1%[0.00184 µM] | u | 7%
